# From PubChem
# FBPA Giardia inh = Giardia lamblia aldolase inhibition; purified Giardia FBPA; Potency, µM (titrated, usually from 59.6 µM), without a hit: top-dose activity, negative = inhibition, most hits filed as inhibitors; 0.71% of 290,000 active; AID 2451; note: potency is the fitted concentration of half-maximal effect; % is set by controls: 0 for no effect and ±100 for the full control effect; nearly all actives have a fitted effect of over 55% in size
# Target sequence (A8B2U2 whole entry, looked up): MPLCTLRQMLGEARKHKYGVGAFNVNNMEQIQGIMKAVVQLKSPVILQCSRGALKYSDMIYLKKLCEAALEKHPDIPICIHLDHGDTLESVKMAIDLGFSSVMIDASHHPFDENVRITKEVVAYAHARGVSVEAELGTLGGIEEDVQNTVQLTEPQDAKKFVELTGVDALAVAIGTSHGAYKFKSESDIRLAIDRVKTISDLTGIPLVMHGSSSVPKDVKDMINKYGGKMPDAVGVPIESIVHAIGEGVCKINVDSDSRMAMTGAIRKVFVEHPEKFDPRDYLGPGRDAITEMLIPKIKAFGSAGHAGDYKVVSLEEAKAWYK
#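 40 nM FBPA preincubated 10 min at RT with compound (up to 57.5 uM final), then substrate plus GAPDH/TPI/NAD/arsenate coupling and diaphorase/resazurin added. Fluorescence read after 20 min at RT, 525/598 nm.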
# Shiga inhibitor = inhibitors of Shiga toxin in Vero cells; Vero cells, Shiga toxin protein synthesis inhibition reporter; 9.2% of 290,000 active; inhibition, % at 38.7 µM; in the data active = inhibition mostly above about 28%, no sharp cut-off; inactive = mostly below about 43%; note: 0% is about no effect
# Sm TGR block = blocks Schistosoma mansoni thioredoxin glutathione reductase; AID 485364; Potency, µM (titrated, usually from 114 µM), inactives show at the top dose activity change, negative = inhibition, hits mostly inhibitors; 3% of 360,000 active; Q962Y6; purified TGR, DTNB reduction, TNB absorbance 405 nm; note: potency is the fitted concentration of half-maximal effect; % is set by controls: 0 for no effect and ±100 for the full control effect; nearly all actives have a fitted effect of over 60% in size
#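 First, TGR (20 nM dispensed) and NADPH were mixed with compound. Second, a 15 min room-temperature incubation followed. Third, further NADPH and then DTNB were added to start the reaction. Finally, TNB absorbance was monitored kinetically.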
# Pf growth 96h = inhibits malaria parasite growth, 96 h; P. falciparum luciferase reporter growth, 96 h; Potency, µM (titrated, usually from 28.7 µM), for the others: at the top dose activity change, negative = inhibition, usual class: inhibitors; 6.9% of 320,000 active; AID 504834; note: potency is the fitted concentration of half-maximal effect; % is set by controls: 0 for no effect and ±100 for the full control effect
#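 Parasite growth measured via integrated firefly luciferase reporter in P. falciparum. Infected erythrocytes at 2% hematocrit, 0.05% parasitemia final were treated 96 hours at 37 C under 5% CO2, and luminescence was read.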
# CHX counter = counter-screen hit for Shiga toxin inhibitors, cycloheximide. cell reporter, cycloheximide protein synthesis inhibition counterscreen. max response, %. 12% of 300,000 active. AID 2314; in the data active = max response mostly above about 13%, no sharp cut-off; inactive = mostly below about 14%; note: read at 38.3 µM for the half of the compounds with a filed dose; 0% is about no effect
# Pf growth 48h = inhibits P. falciparum growth in the first generation, 48 h; P. falciparum luciferase growth in erythrocytes, 48 h; Potency, µM (doses to about 28.7 µM), inactives show at the top dose activity change, negative = inhibition, actives largely listed as inhibitors; 5.9% of 310,000 active; note: potency is the fitted concentration of half-maximal effect; % is set by controls: 0 for no effect and ±100 for the full control effect
#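 Read-out is firefly luciferase luminescence from an integrated reporter in P. falciparum, so falling signal marks reduced parasite growth. Infected erythrocytes were at 2% hematocrit and 0.1% parasitemia (final) in Albumax-supplemented RPMI 1640.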
# Starred values were filed as active, the others as inactive; u = inconclusive; x = no result given; + = active, no number; & = joins results of further samples; [ ] = remark or other dose. Unless noted, calls come from the whole dose curve; as a rule, active = well fitted curve in the direction sought with a large enough effect; inconclusive = small, poorly fitted or top-dose-only effect, or another doubt; inactive = no such curve, though single readings can be large; an effect the other way counts as inactive or inconclusive.
SMILES,FBPA Giardia inh,Shiga inhibitor,Sm TGR block,Pf growth 96h,CHX counter,Pf growth 48h
CCCCN1CCC(COC(=O)c2cc(Cl)c(N)c3c2OCCO3)CC1,-6%,x,-6%,-3%,x,-9%
Nc1c(N2CCCC2)c2ccccc2oc1=O,u,14,7%,57%[activator],0,78%[activator]
CN(C)S(=O)(=O)c1cc(NC(=O)Cn2ccsc2=N)ccc1Cl,-3%,-5,10%,1%,8,4%
COc1ccc(C(c2nnnn2C(C)(C)C)N2CCN(C(=O)c3ccco3)CC2)cc1 (configuration not stated),x,-2,-14%,-20%,-6,-33%
CSCCC(NC(=O)COc1ccccc1)C(=O)OCc1ccc([N+](=O)[O-])cc1 (configuration not stated),x,x,-1%,23%,x,-16%
CSCC[C@H](NC(=O)N1CCn2c1nc1ccccc12)C(=O)N[C@H](Cc1ccccc1)C(=O)O,u,-8,-23%,0%,-4,-12%
COC(=O)COn1c(SCC(=O)OC)nc2ccccc2c1=O,1%,-15,-1%,u,1,24%
COc1ccc(-c2nnnn2C(C)C)cc1,1%,-2,-20%,14%,-2,38%
CCCCCNC(=O)c1ccc2c(=O)n(CCCOCC)c(=S)[nH]c2c1,2%,-5,2%,-28%,-5,7%
Cc1nc2ccccc2c2oc(C(=O)NCc3ccc4c(c3)OCO4)cc12,-4%,-19,0%,u,2,5%
CCOCCCNC(=O)CN1C(=O)COc2ccc(S(=O)(=O)N3CC(C)CC(C)C3)cc21 (configuration not stated),x,-5,-9%,u,-3,8%
COC(=O)c1ccc(S(=O)(=O)N2Cc3ccccc3C2)cc1,3%,-25,-8%,-22%,-6,u
O=C(Cn1cc(-c2nnnn2-c2ccc(Cl)cc2)c(=O)c2ccccc21)c1ccccc1,4%,-18,0%,-139%,-5,1.7µM*
Cc1cccc(C(=O)NCCNc2nc3cc(C)c(C)cc3cc2C)c1,6%,-19,x,47%[activator],-1,u
Cc1cc(Cl)c(C)c(S(=O)(=O)N2CCN(CC(=O)N3CCOCC3)CC2)c1Cl,x,x,-8%,-27%,x,-5%
CN(C)S(=O)(=O)N(CC(=O)Nc1cccc(F)c1)c1ccccc1,0%,22,0%,-13%,1,x
CC(=O)C1CCN(Cc2ccccc2)CC1,2%,-12,-1%,20%,-3,x
Cc1ccc(NC(=O)CCn2c(=S)oc3ccccc32)cc1F,11%,-9,10%,19%,-1,16%
CCCCn1c(-c2ccc(Br)cc2F)nc2c1c(=O)[nH]c(=O)n2CC(C)C,x,-10,7%,u,-1,10µM*
Cc1c(C(=O)N2CCNCC2)oc2ccccc12,-10%,2,-20%,-10%,-5,3%
CCCN(CCC)CCNC(=O)C(NS(=O)(=O)c1ccc2c(c1)CCC(=O)N2)c1ccccc1 (configuration not stated),-5%,-4,2%,-1%,-1,-6%
O=C(c1ccccc1)c1c[nH]c(C(=O)NCCCN2CCOCC2)c1,3%,-15,6%,36%[activator],-2,0%
CC1(C(=O)N2CC3(CC(c4cccc(NC(=O)CC(c5ccccc5)c5ccccc5)c4)=NO3)C[C@@H]2C(N)=O)CC1 (some centres not stated),-14%,-1,13%,u,-1,u
Cc1ccc2c(c1)C1CN(C)CCC1N2CC(=O)N(C)c1ccccc1 (configuration not stated),0%,-4,1%[11.4 µM],x,-3,x
Cc1cccc2c(N=O)c(O)n(CCc3ccccc3)c12,x,-10,-11%,u,-1,u

# Remaining list, next part.
SMILES,FBPA Giardia inh,Shiga inhibitor,Sm TGR block,Pf growth 96h,CHX counter,Pf growth 48h
CSc1ccc(/C=N/NC(=O)c2cccs2)cc1,4%,66*,1%,u,52*,-46%
O=C(NCc1ccc(N2CCCC2=O)cc1)c1cc(COc2c(F)cccc2F)on1,x,13,-3%,u,22,-15%
CCN(CC)S(=O)(=O)c1ccc(OC)c(NC(=O)CCS(=O)(=O)Cc2ccccc2)c1,1%,-15,-1%,-16%,-5,24%
O=C(COC(=O)c1ccccc1O)NC(=O)NCc1ccccc1,x,x,2%,32%[activator],x,11%
CC(C)(C)c1ccc(-c2nnc(SCC(=O)NC3CCS(=O)(=O)C3)n2N)cc1 (configuration not stated),-14%,33,14%,92%[activator],16,55%[activator]
CCCNC(=O)c1ccc(N2CCC3(CC2)CC(c2ccccc2)=NO3)c(NC(=O)c2ccccc2)c1,-3%,-3,-23%,5.9µM*,-3,u
O=C1CC(N2CCC(O)(c3ccc(Cl)cc3)CC2)C(=O)N1 (configuration not stated),3%,-16,0%,22%,-6,-7%
COc1ccc(S(=O)(=O)n2nc(OC(=O)c3ccco3)cc2N)cc1,3%,9,22µM*,u,-1,51%[activator]
O=C(N[C@@H](CO)C(=O)NCc1ccccc1)c1ccc(C(F)(F)F)cc1,7%,-1,-1%,-25%,0,29%
Cc1cc(C)n(Cc2ccccc2Cl)n1,12%,1,0%,-13%,-6,u
CCOC(=O)N1CCN(C(=O)c2ccccc2NC(=O)COc2ccccc2)CC1,x,109*,6%,45%[activator],31*,33%[activator]
CC1=CC(C)(C)n2c(O)c(N=NC(N)=S)c3c(C)c(C)cc1c32,11%,2,29%,u,1,3%
COc1cccc(NC(=S)N(CCCN2CCCC(C)C2)Cc2cccs2)c1 (configuration not stated),1%,-8,66%[activator],u,-1,-18%
NCCNS(=O)(=O)c1cccc2c(Cl)cccc12,-9%&-7%&-3%&-9%,-9&-10,x,x,-8&-2,x
CCc1ccc(-c2cnc3ccccc3n2)cc1NC(=O)CNC(=O)c1ccccc1,-9%,105*,-2%,456%[activator],37*,169%[activator]
COC(=O)Cn1c(CN(C)Cc2ccccc2)nc2c1c(=O)n(C)c(=O)n2C,-7%,x,-16%,u,-2,13%
CC(C)c1ccc(NC(=O)CCNS(=O)(=O)c2cc(Br)cnc2N)cc1,2%,-6,-19%,9%,11,-1%
O=C(CSc1nc2ccccc2n1S(=O)(=O)c1cccc([N+](=O)[O-])c1)NCCc1ccccc1,14%,10,-1%,u,-2,40%[activator]
CCn1c(SCC(=O)NC(=O)NCc2ccco2)nnc1-c1cccs1,3%,-14,-36%,1%,14,-2%
Cc1cc(C(=O)CSc2nc3ccccc3[nH]2)c(C)n1C,u,54*,-29%,-2%,46*,-39%
O=C(O)c1ccccc1S(=O)(=O)Cc1ccccc1,10%,-10,9%,u,-1,13%
CSCCC(NS(=O)(=O)c1ccc(Cl)cc1)C(=O)OCC(=O)c1ccc(F)cc1 (configuration not stated),-4%,-2,-2%,39%,5,-10%
CCOC(=O)C1CCN(S(=O)(=O)c2cn(C)c(C)n2)CC1,x,-4,-4%,-1%,1,u
CC(=O)c1cc(CN2C(=O)c3ccccc3C2=O)cs1,5%,22,-23%[11.4 µM],x,5,x
CN(C(=O)COc1ccc(Oc2ccccc2)cc1)C1CCS(=O)(=O)C1 (configuration not stated),x,2,4%,-4%,-4,-8%

# Rewritten tab-delimited: part of the list above.
mol	FBPA Giardia inh	Shiga inhibitor	Sm TGR block	Pf growth 96h	CHX counter	Pf growth 48h
Cc1cc(C(=O)CSc2nc3ccccc3[nH]2)c(C)n1C	u	54*	-29%	-2%	46*	-39%
CC(C)(C)c1ccc(-c2nnc(SCC(=O)NC3CCS(=O)(=O)C3)n2N)cc1 (configuration not stated)	-14%	33	14%	92%[activator]	16	55%[activator]

# Sorted by SMILES length (smallest number first): part of the list above.
SMILES,FBPA Giardia inh,Shiga inhibitor,Sm TGR block,Pf growth 96h,CHX counter,Pf growth 48h
NCCNS(=O)(=O)c1cccc2c(Cl)cccc12,-9%&-7%&-3%&-9%,-9&-10,x,x,-8&-2,x
O=C(O)c1ccccc1S(=O)(=O)Cc1ccccc1,10%,-10,9%,u,-1,13%
CC(=O)c1cc(CN2C(=O)c3ccccc3C2=O)cs1,5%,22,-23%[11.4 µM],x,5,x
Cc1cc(C(=O)CSc2nc3ccccc3[nH]2)c(C)n1C,u,54*,-29%,-2%,46*,-39%
CCOC(=O)C1CCN(S(=O)(=O)c2cn(C)c(C)n2)CC1,x,-4,-4%,-1%,1,u
CCn1c(SCC(=O)NC(=O)NCc2ccco2)nnc1-c1cccs1,3%,-14,-36%,1%,14,-2%
COc1cccc(NC(=S)N(CCCN2CCCC(C)C2)Cc2cccs2)c1 (configuration not stated),1%,-8,66%[activator],u,-1,-18%
CN(C(=O)COc1ccc(Oc2ccccc2)cc1)C1CCS(=O)(=O)C1 (configuration not stated),x,2,4%,-4%,-4,-8%
CC1=CC(C)(C)n2c(O)c(N=NC(N)=S)c3c(C)c(C)cc1c32,11%,2,29%,u,1,3%
O=C(N[C@@H](CO)C(=O)NCc1ccccc1)c1ccc(C(F)(F)F)cc1,7%,-1,-1%,-25%,0,29%
CCCNC(=O)c1ccc(N2CCC3(CC2)CC(c2ccccc2)=NO3)c(NC(=O)c2ccccc2)c1,-3%,-3,-23%,5.9µM*,-3,u

# Later entries:
SMILES,FBPA Giardia inh,Shiga inhibitor,Sm TGR block,Pf growth 96h,CHX counter,Pf growth 48h
COc1ccc(NC(=O)COC(=O)CN2C(=O)c3ccccc3C2=O)cc1,x,x,-3%,8%,x,1%
O=C(O)c1nn(Cc2nc3ccccc3o2)c(=O)c2ccccc12,9%,-3,3%,35%[activator],-2,42%[activator]
C/C(=N\NC(=O)C(N)=O)c1ccc(O)cc1O,12%,21,3%,-9%,16*,-27%
COc1ccc(OC)c(C2C3=C(CCCC3=O)NC3=C2C(=O)CCC3)c1,-23%,-1,3%,-11%,8,x
Cc1c(C(=O)NCCCN2CCOCC2)oc2c1C1(CCC2)SCCS1,-12%,+,25%,-3%,7,-12%
CSc1oc(-c2ccccc2)nc1C(N)=O,1%,23,4%,x,-1,32%[activator]
Cc1ccc(-c2nc(CS(=O)CC(=O)NC3CCCC(C)C3C)c(C)o2)cc1 (configuration not stated),x,-11,45µM*,-11%,14,21%
O=C(Nc1ccccc1-c1ccccc1)c1ccco1,9%,31,8%,1.3µM*,-3,32%[activator]
O=S(=O)(Nc1nc2ccccc2nc1Cl)c1ccc(Cl)cc1,14%,20,u,28%,-2,5%
Cc1ccc(/C=N/NC(=O)c2c(-c3ccccc3)noc2C)o1,-27%,-11,8%,-2%,-3,3%
CC(=O)N1CCN(C(=O)c2cc(S(=O)(=O)Nc3ccc(S(C)(=O)=O)cc3)ccc2Cl)CC1,9%,-7,-4%,u,-2,20%
CCOc1cc(/C=N/NC(=O)C(=O)N/N=C/c2ccc(O)c(OCC)c2)ccc1O,10%,4,-2%,133%[activator],-1,0%
O=C(N/N=C/c1ccc2c(c1)OCO2)c1ccc(NC(=O)c2ccc(F)cc2)cc1,2%,55,-13%,-14%,10,2.3µM*
Cc1c(-c2cc(C(=O)O)c3ccccc3n2)cnn1C,-8%,14,1%,u,-1,25%
O=C(O)c1cccc(NS(=O)(=O)c2ccc3nnn(O)c3c2)c1,u,21,-6%,36%[activator],6,16%
COc1ccc(C2=NN(C(=O)CSc3nc(=O)n4cc(C)ccc4n3)C(c3ccc(C)cc3)C2)cc1 (configuration not stated),x,x,6%,8.3µM*,x,u
CCOC(=O)C1C2C=CC3(CN(c4ccc(Cl)c(F)c4)C(=O)C13)O2 (configuration not stated),-5%,-11,3%,u,-1,-9%
CCn1c(=O)c(=O)[nH]c2cc(C(=O)N(C)Cc3ccc(OC)c(F)c3)ccc21,1%,-3,-7%,u,-6,-13%
C/C(=N/NC(=O)c1ccccc1)C1=C(O)CC(C)(C)CC1=O,0%,-12,-13%,u,-1,-25%
COc1ccc(/C(N)=N/OC(=O)CC2CCCCC2)cc1,x,159*,2%,30%[activator],47*,14%
CNC(=O)C(C)NS(=O)(=O)c1ccc(F)cc1 (configuration not stated),3%,-4,2%,x,-3,0%
CN(C)CCN(Cc1ccccc1)c1nccc(N(C)C)c1C#N,-29%,-9,3%,u,-1,x
